# CXCR6 inh: inhibitors of human CXCR6 receptor | CHO-K1 PathHunter CXCR6 beta-arrestin, luminescence | actives 0.36% (n = 360,000) | O00574 | inhibition, % at 20 µM; in the data active = inhibition above about 34%, passing the limit was not always enough;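 note: antagonist mode with CXCL16 agonist at 10 nM final; 0% = 10 nM CXCL16 with DMSO and 100% = unstimulated wells without agonist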
# Gli-Sufu block: Gli-Sufu pathway antagonism | inhibition, % at 5 µM | Sufu-KO-LIGHT fibroblasts, Gli luciferase reporter luminescence | actives 0.74% (n = 340,000);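 active = inhibition above about 55%, limit read from the data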;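 note: 0% = DMSO-treated cells and 100% = wells with medium but no cells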
# MPTP block: blocks calcium-induced mitochondrial swelling; isolated mouse mitochondria, Ca2+ swelling absorbance, 30 min; inhibition, % at 10 µM; actives 1.4% (n = 360,000);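 active = inhibition of 50% or more, scaled per plate between neutral and stimulator controls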;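 note: 0% = DMSO wells given calcium and 100% = 1 mM EGTA wells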
# APOBEC3A inh: human APOBEC3A DNA deaminase inhibition. P31941. actives 0.41% (n = 330,000). inhibition, % at 20 µM. recombinant A3A, FAM/TAMRA ssDNA deamination fluorescence. AID 493011;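 active = at least 40% inhibition at 20 µM here, with at most 30% in a related deaminase screen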;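 note: plate controls were A3A with DMSO for no effect and wells lacking A3A enzyme for full effect; some results filed as inactive read as strong as hits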
# Target sequence (P31941 whole entry, looked up): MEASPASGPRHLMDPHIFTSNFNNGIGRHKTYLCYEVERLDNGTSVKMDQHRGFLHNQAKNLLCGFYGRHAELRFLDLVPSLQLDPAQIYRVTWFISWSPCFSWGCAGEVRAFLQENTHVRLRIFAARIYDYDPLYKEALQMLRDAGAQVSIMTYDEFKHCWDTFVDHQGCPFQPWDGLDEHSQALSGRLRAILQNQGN
# EBI2 block: antagonists of human EBI2 receptor. P32249. EBI2 beta-arrestin recruitment, luminescence, 7a,25-OHC stimulated. inhibition, % at 5 µM. actives 0.81% (n = 360,000). AID 651636; in the data active = inhibition above about 38%;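 note: enzyme fragment complementation signal reports receptor beta-arrestin coupling in cells; 0% = agonist plus DMSO wells and 100% = wells without agonist; some results beyond the cut were filed as inactive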
# Target sequence (P32249 whole entry, looked up, the tested form may be a part): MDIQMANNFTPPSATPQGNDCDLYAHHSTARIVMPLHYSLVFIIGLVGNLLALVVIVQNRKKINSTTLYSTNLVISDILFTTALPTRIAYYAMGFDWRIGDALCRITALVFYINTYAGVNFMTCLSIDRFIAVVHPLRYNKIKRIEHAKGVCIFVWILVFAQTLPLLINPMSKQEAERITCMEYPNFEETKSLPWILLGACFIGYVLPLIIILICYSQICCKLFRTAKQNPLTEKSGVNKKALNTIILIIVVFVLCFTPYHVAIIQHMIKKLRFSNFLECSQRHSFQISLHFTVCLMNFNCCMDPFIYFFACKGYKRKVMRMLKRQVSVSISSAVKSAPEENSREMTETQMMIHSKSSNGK
# APOBEC3G inh: blocks human APOBEC3G single-stranded DNA deamination; recombinant A3G, ssDNA deamination FAM/TAMRA fluorescence; inhibition, % at 20 µM; actives 0.28% (n = 330,000); AID 493012;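 active = inhibition of at least 40% at 20 µM, with no more than 30% in the related APOBEC3A deaminase screen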;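 note: plate controls were DMSO wells with A3G for no effect and wells lacking A3G enzyme for full effect; some compounds called inactive have numbers as strong as hits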
# Target sequence (Q9HC16 whole entry, looked up): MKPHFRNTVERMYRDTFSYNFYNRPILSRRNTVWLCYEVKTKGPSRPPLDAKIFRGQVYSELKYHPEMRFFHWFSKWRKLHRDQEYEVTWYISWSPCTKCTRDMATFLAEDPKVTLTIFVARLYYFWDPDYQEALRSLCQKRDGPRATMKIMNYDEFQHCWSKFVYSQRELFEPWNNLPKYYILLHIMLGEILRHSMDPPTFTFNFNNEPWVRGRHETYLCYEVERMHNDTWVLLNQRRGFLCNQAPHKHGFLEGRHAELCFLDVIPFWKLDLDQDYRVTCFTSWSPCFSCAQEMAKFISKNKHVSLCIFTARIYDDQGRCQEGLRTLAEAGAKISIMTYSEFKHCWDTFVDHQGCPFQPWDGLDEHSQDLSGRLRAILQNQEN
# NR3A LBD binder: NR3A (human) ligand-binding domain modulation | NR3A LBD differential scanning fluorimetry, Tm shift; 0% = protein alone, 100% = glycine-bound protein | Tm shift relative to glycine control, % at 25 µM | actives 2.5% (n = 340,000) | AID 1259313;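 active = melting temperature shift of at least 10% of the positive control shift, at one fixed dose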
# CCR6 antag: CCR6 (human) receptor antagonism | CHO-K1 CCR6 PathHunter beta-arrestin, luminescence, CCL20-stimulated | actives 0.49% (n = 340,000) | AID 493098 | P51684 | inhibition, % at 20 µM;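 active = compounds whose inhibition of the agonist-driven luminescence signal at 20 µM reaches about 50%, limit read from the data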;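 note: cells stimulated with CCL20 at 14 nM final; plate controls were DMSO with CCL20 for no effect and DMSO without agonist for full effect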
# * hit, by the source's call; nt = not tested or not shown. Compounds were not picked by outcome. About 5.8% of those tested had a hit in this group.
cpd	Structure	CXCR6 inh	Gli-Sufu block	MPTP block	APOBEC3A inh
1	COCCN(C(=O)COC(=O)c1ccccc1Oc1ccccc1)c1c(N)n(Cc2ccccc2)c(=O)[nH]c1=O	11	-5	0.0	37
2	Cc1csc(NC(=O)CSc2nnnn2C)n1	-2	-16	-0.7	-1
3	Cc1ccc(S(=O)(=O)CCSc2cccc(C(=O)O)c2)cc1	-2	1	-1.0	-3
4	CCOC(=O)C1=C(c2ccccc2)NC(N)=NC1c1ccc(OCc2ccc(Cl)cc2)c(OC)c1 (centres undefined)	2	6	9.8	-1
5	COc1nnc(-c2ccc(C)c(S(=O)(=O)NCCO)c2)c2ccccc12	12	4	-0.5	-13
6	Cc1ccc(C)c(-n2c(-c3csc(C)c3C)n[nH]c2=S)c1	8	1	4.4	1
7	COc1ccc(OC)c(C(=O)c2ccc(C(=O)O)cc2)c1	2	4	-0.4	-2
8	C=CCOc1ccccc1CN1CCCC(CCC(=O)N(C)CCc2ccccn2)C1 (centres undefined)	6	22	-0.6	-3

cpd	EBI2 block	APOBEC3G inh	NR3A LBD binder	CCR6 antag
1	3	23	-1	27
2	-2	-3	2	11
3	0	-7	1	-8
4	-7	-2	0	2
5	3	-7	1	-10
6	-17	-2	-3	9
7	-6	-7	-2	-4
8	3	-3	-2	11

# The list goes on.
cpd	Structure	CXCR6 inh	Gli-Sufu block	MPTP block	APOBEC3A inh
9	Cc1cccc(OCC(=O)NNS(=O)(=O)c2ccccc2F)c1	-3	-10	-0.9	-4
10	CCn1c(C)nc2cc(C#N)ccc21	2	5	-0.7	-2
11	CC1=NN(C(=O)c2ccc(Cl)cc2)C(O)(c2ccccc2)C1 (centres undefined)	18	-30	11	-2
12	Cc1ccc(S(=O)(=O)N2CCCC(C(=O)NCC3CCCO3)C2)cc1 (centres undefined)	-2	6	-1.5	0
13	CCCOC(=O)c1ccc(NC(=O)Oc2ccccc2)cc1	-6	-13	6.4	-3
14	Cc1c(Cl)cccc1NC(=S)NCC(c1cccnc1)N(C)C (centres undefined)	7	32	-0.2	-3
15	O=C(Nc1ccc(N2CCOCC2)cc1)Nc1ccc2nsnc2c1	4	-6	-1.4	-7
16	Cc1nn(C2CCS(=O)(=O)C2)c(Cl)c1/C=C/C(=O)OCC(=O)Nc1ccccc1OC(F)F (centres undefined)	-8	-1	-7.5	-2

cpd	EBI2 block	APOBEC3G inh	NR3A LBD binder	CCR6 antag
9	-8	-9	0	7
10	0	-5	-1	-11
11	1	-2	-1	55*
12	6	-7	-1	17
13	3	-3	1	14
14	-4	-3	-4	-4
15	0	-6	-9	-11
16	-2	-4	7	-17

# Continuation.
cpd	Structure	CXCR6 inh	Gli-Sufu block	MPTP block	APOBEC3A inh
17	Cc1ccc(C(=O)N/C(=C\c2cccs2)C(=O)NCCc2ccccn2)cc1C	1	-4	-1.2	3
18	COc1ccc(OCC(=O)Nc2ccc3c(c2)nc(CN2CCN(C(C)=O)CC2)n3C)cc1	-3	3	-0.2	-2
19	Cc1ccc(S(=O)(=O)N2CCOCC2)cc1NC(=O)CN1C(=O)NC(C)(c2ccc(Cl)cc2Cl)C1=O (centres undefined)	-7	3	-0.1	5
20	COc1ccc(C(=O)C2CCCN(C(=O)Cn3nc(C)cc3C)C2)cc1F (centres undefined)	-1	-8	-0.3	-1
21	CCOc1cc(C)c(C(C)C)cc1S(=O)(=O)N1CCN(C)CC1	-3	3	-2.1	-5
22	CCOC(=O)C1(CCOc2ccccc2)CCN(Cc2cc(OC)c3c(c2)OCO3)CC1	5	54	41	28
23	CCCS(=O)(=O)N1CCCC(C(=O)NCCCOCC)C1 (centres undefined)	4	21	-1.0	-1
24	CCC(=O)c1cn(CC(=O)Nc2c(C)cccc2C)c2ccccc12	17	-30	0.5	1

cpd	EBI2 block	APOBEC3G inh	NR3A LBD binder	CCR6 antag
17	-3	-2	-7	5
18	8	-2	2	0
19	-1	-2	0	7
20	3	-2	-1	0
21	-6	-9	-7	-18
22	25	-9	-1	12
23	-1	-4	0	-5
24	2	-2	-2	25

# (listing goes on)
cpd	Structure	CXCR6 inh	Gli-Sufu block	MPTP block	APOBEC3A inh
25	Cc1cnc(C(=O)OCC(=O)NC2CCCCC2)cn1	6	-1	-0.2	-1
26	CS(=O)c1ccccc1COC(=O)Nc1ccc(Cl)cc1 (centres undefined)	1	-8	-0.7	-1
27	COc1ccc(OC)c(/C=N/NC(=O)c2ccc(Cn3cc([N+](=O)[O-])cn3)o2)c1	-6	0	1.5	nt
28	Cc1cccc(OCCCC(=O)Nc2ccc(S(=O)(=O)Nc3onc(C)c3C)cc2)c1C	-1	-9	-2.4	-4
29	Cn1c(SCC(=O)NCc2ccco2)nnc1-c1c[nH]c2ccccc12	3	-17	-1.8	0
30	Cc1ccc(NC(=O)C2CCN(S(=O)(=O)c3cc([N+](=O)[O-])ccc3Cl)CC2)nc1	0	-2	81*	8
31	C[C@@H]1CN([C@H](C)CO)C(=O)c2cc(NC(=O)Nc3ccc(C(F)(F)F)cc3)ccc2O[C@H]1CN(C)C(=O)Nc1ccc(F)cc1	-3	13	-1.3	nt
32	CCCn1c(SC2C(=O)CC(C)(C)CC2=O)nc2c1c(=O)n(C)c(=O)n2C	4	45	0.2	-2

cpd	EBI2 block	APOBEC3G inh	NR3A LBD binder	CCR6 antag
25	12	-2	0	-7
26	0	-6	10	1
27	11	nt	0	12
28	-2	3	-14	19
29	-1	-1	2	16
30	-17	1	-1	8
31	7	nt	18*	-1
32	0	-8	5	-9

# New compounds follow
cpd	Structure	CXCR6 inh	Gli-Sufu block	MPTP block	APOBEC3A inh
33	Cc1noc(C)c1C(=O)OCC(=O)NCc1ccccc1	10	-2	0.1	-1
34	CCN(CC)CCNC(=O)c1cc2cc(Br)ccc2s1	7	11	3.4	3
35	CC(CSc1nnnn1-c1ccccc1)Cn1c(N2CCN(C)CC2)nc2c1c(=O)[nH]c(=O)n2C (centres undefined)	1	0	1.5	-3
36	CCN(CC)Cc1cc(NC2=NS(=O)(=O)c3ccccc32)ccc1OC(=O)c1ccccc1	-1	2	0.3	-10
37	Cc1cccc(CN2CCc3c([nH]c4ccccc34)C2C(C)(C)C)n1 (centres undefined)	-4	12	3.7	0
38	O=[N+]([O-])c1cc([N+](=O)[O-])c2cc(-c3cccnc3)[nH]c2c1	15	5	52*	1
39	O=C1C2=C(CCCC2)C(=O)N1CNc1ccccc1	0	1	0.7	-5
40	Cc1ccc(C(=O)O)cc1S(=O)(=O)NCC1CCCO1 (centres undefined)	-2	-6	-1.3	0

cpd	EBI2 block	APOBEC3G inh	NR3A LBD binder	CCR6 antag
33	0	-14	0	1
34	-1	-5	0	0
35	0	-11	-1	1
36	-19	-10	-3	-6
37	5	-5	-1	15
38	-1	-8	-4	27
39	-12	-2	-1	-5
40	-1	-7	0	0

# (listing goes on)
cpd	Structure	CXCR6 inh	Gli-Sufu block	MPTP block	APOBEC3A inh
41	CCCOc1ccc(N2C(=O)CC(N3CCN(c4nc5ccccc5s4)CC3)C2=O)cc1 (centres undefined)	14	10	-1.6	-5
42	CC(C)CCNC(=O)c1ccc(C2SCC(=O)N2Cc2ccco2)cc1 (centres undefined)	4	1	0.3	0
43	CSCCC(NC(=O)C12CC3CC(CC(C3)C1)C2)C(=O)OCC(=O)c1ccc(Cl)cc1 (centres undefined)	7	4	0.1	-1
44	CN(CCc1ccccc1)C(=O)c1cccc(NC(=O)Cc2cccc(NC(=O)C3CCCN(C(=O)C4CCCC4)C3)c2)c1 (centres undefined)	0	2	0.0	nt
45	Cc1cc(-c2cccs2)c2c(N)c(C(=O)c3ccc4c(c3)OCO4)sc2n1	0	1	0.3	-4
46	COCCC(=O)N1CCC(Oc2ccc(C(=O)NCCc3cnn(C)c3)cc2)CC1	-4	-12	0.7	-3
47	Cc1cccc(N2CC(C(=O)Nc3nccs3)CC2=O)c1C (centres undefined)	5	8	-0.7	0
48	Cc1ccc(/C=C2\CCC3=C2OC(N)=C(C#N)C3c2ccc(C)cc2)cc1 (centres undefined)	8	-11	-0.2	-5

cpd	EBI2 block	APOBEC3G inh	NR3A LBD binder	CCR6 antag
41	-2	-5	2	4
42	-1	1	-1	13
43	2	-2	0	-1
44	6	nt	1	10
45	40	-12	21*	12
46	4	-2	0	14
47	9	-5	0	12
48	12	-5	-4	19

# Next part:
cpd	Structure	CXCR6 inh	Gli-Sufu block	MPTP block	APOBEC3A inh
49	COc1cc(/C=C2\CCc3ccccc3C2=O)cc(OC)c1OC	5	8	3.3	-2
50	COC(=O)c1ccc(NC(=O)CCN2C(=O)C3CC=CCC3C2=O)cc1 (centres undefined)	-4	nt	-1.7	-1
51	COc1ccc(OC)c(/C=C/C(=O)N2CCN(S(=O)(=O)c3ccc(C)cc3C)CC2)c1	12	-11	-0.4	-5
52	COC(=O)C(C(=O)OC)N1C(=O)CCC1=O	5	0	0.0	2
53	NS(=O)(=O)c1ccc(CCNC(c2ccccc2)c2ccccc2)cc1	6	1	1.7	-7
54	O=C(CN1CCCCCC1)Nc1ccc(Cl)cc1F	0	-2	-0.3	-2
55	Fc1ccc(NC(=S)N/N=C/c2ccc(F)c(F)c2)cc1	3	-12	2.5	4
56	COc1ccc(/C=C/c2noc(-c3ccccc3O)n2)cc1	-10	-34	1.8	1

cpd	EBI2 block	APOBEC3G inh	NR3A LBD binder	CCR6 antag
49	7	-5	10	12
50	-4	-7	3	9
51	12	-7	-1	12
52	-4	0	0	-5
53	3	-13	0	1
54	-5	-2	-1	14
55	22	-5	1	13
56	-11	-3	-2	7

# Quoted from the listing.
# MPTP block with cpd 53 stands at 1.7
# CCR6 antag with cpd 52 stands at -5
# CXCR6 inh with cpd 55 stands at 3
# NR3A LBD binder with cpd 54 stands at -1
# APOBEC3A inh with cpd 56 stands at 1
# MPTP block with cpd 49 stands at 3.3

# 5 entries out of the list, arranged by formula weight, low to high:
cpd	Structure	CXCR6 inh	Gli-Sufu block	MPTP block	APOBEC3A inh
52	COC(=O)C(C(=O)OC)N1C(=O)CCC1=O	5	0	0.0	2
56	COc1ccc(/C=C/c2noc(-c3ccccc3O)n2)cc1	-10	-34	1.8	1
55	Fc1ccc(NC(=S)N/N=C/c2ccc(F)c(F)c2)cc1	3	-12	2.5	4
49	COc1cc(/C=C2\CCc3ccccc3C2=O)cc(OC)c1OC	5	8	3.3	-2
51	COc1ccc(OC)c(/C=C/C(=O)N2CCN(S(=O)(=O)c3ccc(C)cc3C)CC2)c1	12	-11	-0.4	-5

cpd	EBI2 block	APOBEC3G inh	NR3A LBD binder	CCR6 antag
52	-4	0	0	-5
56	-11	-3	-2	7
55	22	-5	1	13
49	7	-5	10	12
51	12	-7	-1	12

# Remaining list, next part
cpd	Structure	CXCR6 inh	Gli-Sufu block	MPTP block	APOBEC3A inh
57	CCC(=O)N1CCN(c2cc(C)ccc2C)CC1	2	3	-0.5	1
58	CCn1cc([N+](=O)[O-])c(C(=O)Nc2nc3ccc(OC)cc3s2)n1	1	-16	0.0	-2
59	COC(=O)CCS(=O)(=O)c1ccc(Cl)cc1	0	-1	0.2	4
60	CC(=O)Nc1ccccc1C(=O)C(=O)Nc1cccc(C(=O)NC2CC2)c1	8	-53	0.0	-1
61	O=C1C(Cc2ccccc2)NC(=S)N1c1ccccc1 (centres undefined)	-6	-8	2.8	2
62	CC(=O)c1c(C)[nH]c(C(=O)COC(=O)c2c(-c3ccccc3)noc2C)c1C	1	-1	-0.1	1
63	Cc1cccc(N2CCN(C(=O)CCN3C(=S)NC(C)(C)CC3C)CC2)c1C (centres undefined)	6	3	1.8	-3
64	O=C(Nc1ccc(Cl)cn1)c1ccc2c(c1)OCCO2	-1	nt	2.2	4
65	Cc1oc2c(c1C(=O)O)C(=O)c1ccccc1C2=O	-18	-3	0.3	11
66	COCCN(CCNC(=O)c1ccc(NC2=NC3CS(=O)(=O)CC3S2)cc1)Cc1ccco1 (centres undefined)	0	-1	-0.6	-3

cpd	EBI2 block	APOBEC3G inh	NR3A LBD binder	CCR6 antag
57	4	-4	1	-8
58	-13	-6	-1	5
59	0	-1	-1	1
60	-15	-11	-4	8
61	-7	-2	0	8
62	-4	-3	-7	7
63	0	-9	1	-4
64	2	0	0	10
65	-19	8	1	-20
66	2	-2	0	-2

# From PubChem BioAssay
